Screening results (PubChem)
CHRM1 agonist: activates human CHRM1 receptor; 360,000 tested, 0.33% active; CHO-K1 hM1, Fluo-8 calcium fluorescence, agonist mode; 0% DMSO, 100% acetylcholine EC100; activation, % at 3 µM; AID 588814; P11229;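 active means activation above the run's mean compound activation plus 3 SD, cut at about 16% in these data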;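 further: peak over basal fluorescence ratio within a 140 s kinetic read after compound addition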
M4 ag: CHRM4 agonism in calcium assay; activation, % at 3 µM; 360,000 tested, 0.14% active; AID 624127; CHO-K1 hM4/Gqi5, Fluo-8 calcium fluorescence; vehicle 0%, full acetylcholine response 100%; P08173;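 active means activation above the run mean over all test wells plus 3 SD, cut at about 32% in these data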;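 further: peak over basal fluorescence ratio per well then scaled between controls; 0% = DMSO wells and 100% = acetylcholine at EC100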
Target sequence (P08173 whole entry, looked up): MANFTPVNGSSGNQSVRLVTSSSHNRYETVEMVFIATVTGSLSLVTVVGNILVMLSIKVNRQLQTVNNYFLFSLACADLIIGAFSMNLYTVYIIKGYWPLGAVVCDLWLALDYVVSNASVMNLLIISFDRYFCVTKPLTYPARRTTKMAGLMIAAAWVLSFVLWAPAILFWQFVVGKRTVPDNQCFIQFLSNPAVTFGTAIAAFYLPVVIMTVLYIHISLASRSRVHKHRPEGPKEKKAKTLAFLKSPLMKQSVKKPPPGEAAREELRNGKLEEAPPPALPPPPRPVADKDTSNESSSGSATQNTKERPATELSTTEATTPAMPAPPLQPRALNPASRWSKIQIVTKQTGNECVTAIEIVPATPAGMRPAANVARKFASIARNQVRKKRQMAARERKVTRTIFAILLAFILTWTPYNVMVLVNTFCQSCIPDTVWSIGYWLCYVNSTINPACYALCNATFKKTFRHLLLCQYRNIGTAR
M5 antag: antagonists of human muscarinic M5 receptor (CHRM5) | 360,000 tested, 0.59% active | CHO-hM5 cells, Fluo-8 calcium fluorescence, ACh EC80 | inhibition, % at 3 µM | P08912;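 active means inhibition above a per-plate cutoff, the mean of that plate's test compounds plus 3 SD, cut at about 27% in these data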;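 further: 0% = acetylcholine EC80 with DMSO and 100% = DMSO without agonist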
M1 PAM: potentiates human M1 receptor response to acetylcholine | 360,000 tested, 0.088% active | CHO-K1 hM1, Fluo-8 calcium fluorescence, ACh EC20; 0% = ACh EC20, 100% = maximal ACh | activation, % at 3 µM | P11229; in the data active means activation above about 19%, passing the limit was not always enough
CHRM4 antagonist: CHRM4 antagonism in calcium assay; P08173; CHO-hM4 cells, ACh EC80, Fluo-8 calcium fluorescence; inhibition, % at 3 µM; 360,000 tested, 0.73% active; AID 624125;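 active means inhibition above its plate's cutoff, the mean inhibition of sample wells plus 3 SD, cut at about 27% in these data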;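 further: 0% = acetylcholine EC80 with DMSO and 100% = DMSO without agonist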
M1 antag: antagonists of human M1 muscarinic receptor; inhibition, % at 3 µM; AID 588852; P11229; CHO-K1 hM1, Fluo-8 calcium fluorescence, ACh EC80 antagonist; 360,000 tested, 1.3% active;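 active means percent inhibition above its own plate's cutoff, namely the mean of that plate's compound wells plus 3 SD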;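 further: peak over basal fluorescence ratio during 140 s after agonist addition; 0% = ACh EC80 plus DMSO and 100% = DMSO alone without agonist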
CHRM5 PAM: CHRM5 positive allosteric modulation | CHO-K1 hM5, Fluo-8 calcium, ACh EC20 PAM; 0% = ACh EC20, 100% = ACh EC100 | 360,000 tested, 0.3% active | P08912 | activation, % at 3 µM;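 active means activation above the run cutoff, the mean activation of all test compounds plus 3 SD, cut at about 18% in these data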
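Assay system: CHO-K1 hM5 cells. Also added: acetylcholine at EC20 concentration, added after compound. Dosing: 3 µM, single dose. Times: compound preincubation 140 s before EC20 acetylcholine addition. Signal: Fluo-8 calcium fluorescence. Measure: % activation relative to EC20 and EC100 ACh responses. Repeats: singlicate, one well per test compound.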
TAAR1 ag: human TAAR1 agonism | Q96RJ0 | CHO RD-HGA16 TAAR1, Fluo-8 calcium fluorescence; vehicle wells 0%, saturating PEA agonist 100% | activation, % at 3 µM | 360,000 tested, 0.99% active | AID 624467;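 active means activation above the mean activation of all test compounds in the run plus 3 SD, cut at about 38% in these data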
Target sequence (Q96RJ0 whole entry, looked up): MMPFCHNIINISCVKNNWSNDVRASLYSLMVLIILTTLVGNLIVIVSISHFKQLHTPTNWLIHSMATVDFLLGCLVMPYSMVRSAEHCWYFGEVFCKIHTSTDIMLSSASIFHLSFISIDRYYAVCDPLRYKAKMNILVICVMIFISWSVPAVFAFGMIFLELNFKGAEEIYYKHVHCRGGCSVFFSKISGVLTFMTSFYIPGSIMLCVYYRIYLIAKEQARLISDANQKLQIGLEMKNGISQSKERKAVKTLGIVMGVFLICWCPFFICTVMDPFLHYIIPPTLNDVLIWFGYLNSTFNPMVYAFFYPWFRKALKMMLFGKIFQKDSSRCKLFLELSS
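System: CHO-derived RD-HGA16 cells with stable Gα16 and human TAAR1. Times: 17-24 h plating, Fluo-8 75 min 37 °C, 30 min RT. Measured by: calcium-sensitive Fluo-8 signal, excitation 470-495, emission 515-575 nm. Read-out basis: % activation relative to PEA EC100 response. Control set: DMSO and PEA EC100. Repeats: no replicates (n 1).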
M5 ag: agonists of human muscarinic M5 receptor (CHRM5) | P08912 | CHO-K1 hM5 cells, Fluo-8 calcium fluorescence; 0% DMSO wells, 100% maximal acetylcholine response | activation, % at 3 µM | 360,000 tested, 0.19% active | AID 624037;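 active means activation above the run's mean over test compounds plus 3 SD, cut at about 23% in these data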;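 further: signal is peak over basal fluorescence ratio across the kinetic read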
The depositor's hits bear a star; nt = not tested or not shown.

Compound	CHRM1 agonist	M4 ag	M5 antag	M1 PAM	CHRM4 antagonist	M1 antag	CHRM5 PAM	TAAR1 ag	M5 ag
CCOC(=O)c1cc(S(=O)(=O)N2CCOCC2)cn1C	-4.0	1.5	-2.6	9.1	-10.2	-11.2	8.0	0.1	-2.6
CCOc1cccc2c1OC(c1cc(OC)c(OC)c(OC)c1)N1N=C(c3ccc(C)o3)CC21 (stereo unspecified)	-5.5	1.9	11.8	-5.8	9.6	11.1	-2.4	nt	0.1
Cc1ccc(C)c(S(=O)(=O)N2CCN(C(=O)c3cc(S(=O)(=O)NCc4ccccc4)ccc3C)CC2)c1	-3.6	9.9	19.0	1.4	-2.8	-3.1	-7.5	2.1	-4.5
N/C(=N\OC(=O)C12CC3CC(CC(C3)C1)C2)c1ccncc1	2.6	-0.6	-1.8	22.5	-2.5	-24.1	8.1	6.3	2.5
O=C1c2ccccc2C(=O)C1c1nccc2ccccc12	-1.1	1.1	-0.5	11.8	1.1	-13.8	0.9	7.1	0.3
CCCCN(C)C(=O)C1CCN(Cc2ccccn2)CC1	-3.5	0.3	1.7	3.2	0.8	-3.7	4.2	0.7	-0.2
CC(C)CNC(=S)NNC(=O)c1csc2ccccc12	2.1	2.8	-5.4	7.3	6.2	-2.7	-3.5	5.3	4.0
CNS(=O)(=O)c1ccc(NC(=O)c2ccc(Cl)cc2Cl)cc1	-7.8	3.2	-5.9	7.2	-3.5	-6.0	2.0	0.4	-3.1
CS(=O)(=O)N1CCc2ccc(NC(=O)C3CCCO3)cc2C1 (stereo unspecified)	-1.4	0.7	23.4	7.2	-3.4	-11.6	-6.0	4.1	-3.2
O=C(CCNC(=O)c1ccc([N+](=O)[O-])cc1)Nc1cccc(S(=O)(=O)N2CCCCC2)c1	-0.8	0.1	-5.3	1.5	0.3	-23.9	2.7	1.8	2.4

Compound	CHRM1 agonist	M4 ag	M5 antag	M1 PAM	CHRM4 antagonist	M1 antag	CHRM5 PAM	TAAR1 ag	M5 ag
Cc1cccc(C)c1NC(=S)NN1CCN(C)CC1	-2.9	0.6	-6.6	1.9	0.9	-17.3	8.5	7.7	-4.8
O=C(c1cccc(F)c1)N1CCCC(C(=O)N2CCCCC2)C1 (stereo unspecified)	-4.0	2.0	16.8	0.7	2.3	0.2	-2.2	0.2	-1.1
COc1cccc(-c2nn(-c3ccc(C)cc3)cc2C(=O)NCC(c2cccs2)N2CCOCC2)c1 (stereo unspecified)	-5.0	8.4	9.2	-9.5	-6.2	20.2	-8.0	0.8	-1.3
CN(C)c1ccc(NC2=C(Cl)C(=O)c3ccccc3C2=O)cc1	-11.5	-1.7	34.4*	-9.0	36.5*	20.8	-16.9	2.8	-11.5
C/C(=C/c1ccccc1)C(=O)N1CCN(c2ccccc2F)CC1	-2.0	-0.5	11.9	2.1	7.7	-3.7	1.9	-0.1	-0.8
CCOc1ccccc1NC(=O)c1ccc(OCC(=O)N2CCOCC2)c(OC)c1	-2.3	0.5	7.9	0.3	-11.8	-6.3	0.2	4.4	2.5
CC(C)[C@H](NC(=O)[C@@H]1Cc2c([nH]c3ccccc23)C2c3ccccc3C(=O)N21)C(=O)N1CCC[C@H]1C(=O)O (stereo partly specified)	-0.5	0.8	1.5	7.7	-6.9	-10.3	0.3	2.2	2.4
COC(=O)c1c(C)c2c(C)cc3ccccn3c-2c1C(=O)OC	0.0	0.5	8.6	1.9	7.7	-5.5	-5.1	12.5	1.5
CCNCCC(CCC(C)C)c1ccc2c(c1)OCO2 (stereo unspecified)	-8.0	3.4	2.8	-8.5	8.1	2.8	-12.5	4.8	-17.6
COc1cc(C(=O)N(Cc2ccco2)Cc2cc3ccccc3[nH]c2=O)cc(OC)c1OC	-0.1	4.0	11.1	-4.0	4.4	1.1	-7.1	17.3	0.4

A second format for part of the listing above.
Compound: COC(=O)c1c(C)c2c(C)cc3ccccn3c-2c1C(=O)OC
  CHRM1 agonist = 0.0; M4 ag = 0.5; M5 antag = 8.6; M1 PAM = 1.9; CHRM4 antagonist = 7.7; M1 antag = -5.5; CHRM5 PAM = -5.1; TAAR1 ag = 12.5; M5 ag = 1.5
Compound: CCNCCC(CCC(C)C)c1ccc2c(c1)OCO2 (stereo unspecified)
  CHRM1 agonist = -8.0; M4 ag = 3.4; M5 antag = 2.8; M1 PAM = -8.5; CHRM4 antagonist = 8.1; M1 antag = 2.8; CHRM5 PAM = -12.5; TAAR1 ag = 4.8; M5 ag = -17.6
Compound: C/C(=C/c1ccccc1)C(=O)N1CCN(c2ccccc2F)CC1
  CHRM1 agonist = -2.0; M4 ag = -0.5; M5 antag = 11.9; M1 PAM = 2.1; CHRM4 antagonist = 7.7; M1 antag = -3.7; CHRM5 PAM = 1.9; TAAR1 ag = -0.1; M5 ag = -0.8
Compound: CN(C)c1ccc(NC2=C(Cl)C(=O)c3ccccc3C2=O)cc1
  CHRM1 agonist = -11.5; M4 ag = -1.7; M5 antag = 34.4*; M1 PAM = -9.0; CHRM4 antagonist = 36.5*; M1 antag = 20.8; CHRM5 PAM = -16.9; TAAR1 ag = 2.8; M5 ag = -11.5

The results go on:
Compound	CHRM1 agonist	M4 ag	M5 antag	M1 PAM	CHRM4 antagonist	M1 antag	CHRM5 PAM	TAAR1 ag	M5 ag
CCOc1c(O)ccc(C2NC(=O)NC(C)=C2C(=O)OC)c1[N+](=O)[O-] (stereo unspecified)	-8.0	4.8	-4.4	8.0	-10.1	-4.6	2.5	10.0	-4.5
CC(C)(C)Cc1c(-c2cccc(Br)c2)nc2ccc(Br)cn12	-7.2	1.0	0.4	-11.8	15.8	-11.8	5.7	0.2	-7.7
COc1cc(C(=O)OCC(=O)N2c3ccccc3NC(=O)C2(C)C)ccc1OCC(C)C	6.7	13.6	18.0	1.2	1.6	11.9	-18.9	14.1	2.0
COc1cc2sc3ccc(C#Cc4ccccn4)cc3c(=O)c2cc1OC	-3.6	1.6	3.5	1.4	-4.9	5.5	-1.4	9.4	-1.0
COc1ccc(OC)c(-n2c(Cn3c(-c4ccccn4)nc4ccccc43)n[nH]c2=S)c1	-5.4	0.1	-0.8	-5.0	-11.1	3.4	-3.2	3.7	0.5
COC(=O)C1=C(C)N(c2ccc(OC)c(OC)c2)C(=O)/C1=C\c1ccco1	-2.6	0.3	1.4	1.4	-0.9	2.7	-1.2	3.0	-1.7
O=C(NCCC(=O)N1CCN(S(=O)(=O)c2ccccc2)CC1)c1ccc(Br)cc1	-4.0	2.1	7.2	10.4	-4.8	-19.3	1.3	0.0	-1.3
Cc1ccc(S(=O)(=O)N2CCCC2CNC(=O)C(=O)NCc2cccs2)cc1 (stereo unspecified)	-3.6	5.5	6.6	3.8	-18.1	-10.8	-0.2	-0.1	-0.1
NNC(=O)/C(=C\c1ccco1)NC(=O)c1ccco1	-2.5	0.7	-3.9	1.6	-4.8	-7.8	3.2	1.0	3.1
COc1ccc(N(C(=O)CNC(=O)c2ccco2)C(C(=O)NCC2CCCO2)c2ccccc2)cc1 (stereo unspecified)	-2.3	10.3	9.1	-2.2	3.2	4.0	-4.8	5.3	0.0

Compound	CHRM1 agonist	M4 ag	M5 antag	M1 PAM	CHRM4 antagonist	M1 antag	CHRM5 PAM	TAAR1 ag	M5 ag
COc1ccc(CN2CCN(Cc3cccc(OC)c3)C(CCO)C2)cc1 (stereo unspecified)	-12.9	3.4	-9.2	-1.5	2.2	-0.1	3.5	5.5	-1.7
CCc1ccc(-c2cnc3ccccc3n2)cc1NC(=O)CNC(=O)c1ccccc1	-1.6	1.1	2.4	5.0	5.2	-2.4	-6.1	0.3	-5.7
C[C@H]1CN([C@@H](C)CO)C(=O)c2cc(-c3cccc(F)c3)cnc2O[C@@H]1CN(C)S(C)(=O)=O	-4.4	-0.2	0.6	3.5	-8.2	-3.9	-3.2	3.7	0.0
NC1=C([N+](=O)[O-])C(c2ccc(F)cc2)C2=C(CCCC2=O)O1 (stereo unspecified)	2.5	0.6	-14.6	13.7	3.0	-1.2	14.0	3.9	3.8
CCN1CCN(C(=O)C2(NC(=O)Nc3cccc(F)c3)CCCCC2)CC1	-2.6	0.9	-4.8	10.3	-4.3	-11.9	2.0	13.0	0.4
NC(=O)c1cc([N+](=O)[O-])ccc1Nc1ccccc1	-5.2	-0.8	1.6	8.1	-1.6	-10.3	12.8	1.1	-2.7
COc1ccc(C(=O)c2ccc(Cl)cc2)cc1	-7.7	-1.6	-9.6	1.1	-8.2	-16.1	-1.9	3.5	-9.9
COC(=O)c1cccc(C#CC(NP(=O)(c2ccccc2)c2ccccc2)c2ccccc2)c1 (stereo unspecified)	-0.4	7.1	13.1	-1.4	-6.1	-4.3	-22.2	16.4	3.9
Cc1sc(-c2c(C#N)c(N)nc3c2CCCCCC3)cc1[N+](=O)[O-]	1.2	0.3	14.9	4.6	6.6	-22.5	-4.9	3.4	1.3
CSc1c(C#N)sc(=S)n1-c1ccc(C)cc1	-15.7	-1.2	0.5	-9.4	-0.5	0.2	-1.6	0.1	-7.5

Compound	CHRM1 agonist	M4 ag	M5 antag	M1 PAM	CHRM4 antagonist	M1 antag	CHRM5 PAM	TAAR1 ag	M5 ag
CC(=O)Nc1ccc(N/C=C/C(=O)c2ccccc2)cc1	1.5	1.7	11.8	9.9	3.3	-14.5	-1.5	5.0	3.1
CCn1c(SCC(=O)Nc2nncs2)nnc1C(C)NC(=O)c1ccccc1Br (stereo unspecified)	-0.7	0.8	3.8	8.3	-0.9	-8.2	7.4	15.0	-0.1
COc1ccc(C(O)c2nc(-c3ccccc3)cs2)cc1 (stereo unspecified)	1.8	7.8	6.3	-3.8	-27.1	-4.4	-10.3	3.7	4.6
CCOC(=O)C1CC(c2ccccc2)=NN1c1ccccc1 (stereo unspecified)	-5.0	-1.9	-2.6	-4.2	-3.3	-6.7	0.4	2.7	-1.4
CCCn1c(C)cc(C(=O)COC(=O)c2ccc(Cl)c(S(=O)(=O)N3CCCC3)c2)c1C	-2.7	2.5	-6.8	-2.1	-15.4	-30.1	-4.3	1.3	-4.2
CCCc1nn(C)c(C(=O)Nc2ccc(CC)cc2)c1Cl	-7.7	-1.6	2.8	-8.8	-15.0	2.4	-3.1	nt	-5.5

These rows are one share of the data; the hit share may differ from the screen's.
